RSV antiviral HEp-2 – RSV antiviral activity via CPE protection, HEp-2 cells, primary 10 µM value included (AID 2391). HEp-2 cells, RSV-induced CPE inhibition; higher % means a stronger effect. CPE inhibition, % at 10 µM; hits with a dose series show IC50 in µM. actives 0.13% (n = 310,000); in the data active = a potency from the dose series; inconclusive = CPE inhibition mostly from about 23% at the one dose, without a potency; inactive = the rest, 99 in 100 with CPE inhibition below about 21%; also: strong numbers were not always called active
West Nile antiviral – West Nile virus antiviral activity, cell-based, CPE readout (AID 1621) | actives 0.02% (n = 290,000) | West Nile virus-infected cells, CPE inhibition; higher % means a stronger effect | CPE inhibition, % at 10 µM; hits with a dose series show IC50 in µM; in the data active = a potency from the dose series; inconclusive = CPE inhibition mostly from about 3.7% at the one dose, without a potency; inactive = the rest, 99 in 100 with CPE inhibition below about 2.2%; also: strong numbers were not always called active
MgcRacGAP inhibition – MgcRacGAP GTPase-activating activity inhibitors, confirmation, biochemical, ADP Hunter fluorescence. Rac GTPase-activating protein 1 (Homo sapiens). inhibition, % at 30 µM; hits with a dose series show IC50 in µM. MgcRacGAP-stimulated Rac1 GTP hydrolysis, ADP Hunter fluorescence; higher % means a stronger effect; GST-tagged Rac1 F28L mutant substrate. actives 0.6% (n = 340,000). AID 624330, 2012;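 active = first-screen hits whose inhibition reached a set limit at any dose in the follow-up dose series; inconclusive = inhibition above the set first-screen limit but never retested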;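 also: fluorescence reports GDP produced by GAP-driven GTP hydrolysis; strong numbers were not always called active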
K1F lysis inhibition – inhibition of K1F phage lysis, E. coli UTI89, bacterial capsule biogenesis inhibitors, alamar blue (AID 488966); E. coli UTI89 K1F phage lysis, alamar blue, 2 h; higher % means a stronger effect; actives 0.02% (n = 340,000); inhibition, % at 100 µM; hits with a dose series show IC50 in µM;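 active = phage lysis inhibition, versus mean bacterial control, above a set limit; inconclusive = no clear call, values can overlap the other calls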;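 also: capsule biogenesis inhibitors block K1F phage lysis so surviving cells raise fluorescence; higher fluorescence means more inhibition of phage lysis; actives were called in the ten point dose series up to 300 µM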
Salmonella PhoP GFP – inhibitors of PhoP regulon expression, primary screen, Salmonella Typhimurium, GFP reporter (AID 1863). S. Typhimurium PhoP-regulated promoter GFP reporter, 4 h; higher % means a stronger effect. inhibition, % at 50 µM; hits with a dose series show IC50 in µM. actives 0.16% (n = 300,000);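 active = inhibition over 29.93%, a cutoff 3 SD above the screen mean, later confirmed by dose response; inconclusive = inhibition over 29.93% but no dose response follow-up; inactive = inhibition at most 29.93% or unconfirmed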;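 also: 0% = low Mg2+ inducing control and 100% = high Mg2+ repressing control; strong numbers were not always called active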
Dengue-2 NS5 capping – Dengue-2 NS5 methyltransferase inhibitors, primary screen, biochemical, confirmation dose response (AID 588689). Dengue-2 NS5 methyltransferase capping enzyme assay, biochemical; higher % means a stronger effect. inhibition, % at 25 µM, or IC50 in µM where a hit was titrated. Genome polyprotein (Dengue virus type 2 (strain 16681-PDK53)). actives 0.3% (n = 340,000); in the data active = a potency from the dose series; inconclusive = inhibition above about 29% without an active follow-up result
Large T inhibition – SV40 large T antigen inhibitors, biochemical (AID 1903) | SV40 large T antigen ATPase/helicase inhibition assay; higher % means a stronger effect | inhibition, % at 20 µM, or IC50 in µM where a hit was titrated | actives 0.39% (n = 310,000); in the data active = a potency from the dose series; inconclusive = inhibition mostly from about 32% at the one dose, without a potency; inactive = the rest, 99 in 100 with inhibition below about 32%; also: strong numbers were not always called active
T cell modulator – modulators of CD8 T cell-vesicle binding, primary screen, mouse 2C CD8+ T cells, flow cytometry; 2C CD8+ T cell-vesicle binding; stronger effect = lower value; AID 2052, 2009; calls only at 7 µM; actives 0.068% (n = 330,000);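 active = response, share of CD8 T cells binding vesicles, and their 90th percentile fluorescence all below set limits, cut at about 80% in these data, passing the limit was not always enough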
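material = purified 2C TCR transgenic mouse naive CD8+ T cells | controls = Unloaded micro-vesicles (low), QL9 vesicles with 0.7% DMSO (high) | detection = cytometric PE anti-B7-1 and Alexa647 anti-CD8 signals after 1% paraformaldehyde fixation | incubation = binding step 1.5 h, 37 °C, antibody labelling 20 min, ice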
NTR1 ag – agonists of NTR1, primary screen, imaging, U2OS cells, beta-arrestin-GFP, high content (AID 493036). Neurotensin receptor type 1 (Homo sapiens), P30989. NTR1-U2OS beta-arrestin-GFP spot imaging, agonist mode. activation, % at 20 µM. actives 0.17% (n = 330,000);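 active = activation at or above 40% of the spot to cytoplasm intensity ratio, with at least 20 cells analyzed; inconclusive = wells under 20 cells, flagged as cytotoxic or low count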;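 also: 0% = DMSO without peptide and 100% = 100 nM NTR1 peptide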
Target sequence (P30989 whole entry, looked up): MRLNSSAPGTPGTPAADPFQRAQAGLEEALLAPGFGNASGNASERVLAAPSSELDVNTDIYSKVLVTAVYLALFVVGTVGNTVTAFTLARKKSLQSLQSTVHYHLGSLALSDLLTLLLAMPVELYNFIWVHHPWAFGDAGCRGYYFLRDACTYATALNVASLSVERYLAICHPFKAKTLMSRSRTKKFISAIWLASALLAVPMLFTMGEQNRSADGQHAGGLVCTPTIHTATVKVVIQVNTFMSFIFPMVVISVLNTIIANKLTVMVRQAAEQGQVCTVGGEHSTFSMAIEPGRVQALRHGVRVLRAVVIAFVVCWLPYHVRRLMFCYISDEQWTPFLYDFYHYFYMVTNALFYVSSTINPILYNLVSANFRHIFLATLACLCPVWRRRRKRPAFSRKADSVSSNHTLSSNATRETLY
T cell modulator vesicle-bound % – recorded beside T cell modulator, whose call it bears; double positive events, %; measured here: CD8+ vesicle-bound cell fraction;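 binding gate set so that unloaded-vesicle control wells show 10% double positive cells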
NTR1 ag cell count 20 µM – recorded beside NTR1 ag, whose call it bears; cell count; measured here: cell count, cytotoxicity flag
* hit, by the source's call; i = inactive; ? = inconclusive; · = no result given; [ ] = dose if it differs, or a comment.

SMILES	RSV antiviral HEp-2	West Nile antiviral	MgcRacGAP inhibition	K1F lysis inhibition	Salmonella PhoP GFP	Dengue-2 NS5 capping	Large T inhibition	T cell modulator	T cell modulator vesicle-bound %	NTR1 ag	NTR1 ag cell count 20 µM
O=C(Nc1cccc(F)c1)C1CCN(C(=O)NCc2ccccc2)CC1	2.0%	-0.4%	5%	0.4%	-9%	-1%	6%	i	48	0.1	60
CNC(=O)c1ccc(NC(=O)CC2SC(N3CCCC3)=NC2=O)cc1 (centres undefined)	0.5%	·	0%	-0.2%	·	-6%	·	i	30	0.4	51
O=C1C2C3C=CC(C3)C2C(=O)N1c1ccc2c(c1)CCC2 (centres undefined)	·	-0.6%	9%	-1.4%	0%	-2%	6%	i	28	-1.4	76
CCc1nnc(NC(=O)c2ccc(S(=O)(=O)N(C)Cc3ccccc3)cc2)o1	1.0%	3.0%	1%	-0.1%[50 µM]	7%	-1%	8%	i	61	0.3	59
COC(=O)c1cc(C(=O)NC(C)C2CC3CCC2C3)cc([N+](=O)[O-])c1 (centres undefined)	5.2%	0.1%	-3%	0.4%	3%	3%	7%	i	41	0.4	38
COC(=O)c1ccc(N=CC2=C(O)CC(c3ccccc3)CC2=O)cc1 (centres undefined)	0.8%	-0.1%	·	·	0%	·	3%	i	40	2.3	35
COc1ccc(-c2csc(NC(=O)CSc3nnnn3C)n2)c(OC)c1	-2.2%	·	6%	1.9%[50 µM]	2%	-3%	16%	i	6	3.1	59
CSCCC1NC(=O)N(CC(=O)N2CCc3ccccc3C2)C1=O (centres undefined)	0.8%	·	8%	0.7%[50 µM]	·	-8%	·	i	41	-2.4	64
COc1ccc(CNC(=O)C(=O)NCC2OCCN2S(=O)(=O)c2ccccc2)cc1 (centres undefined)	1.9%	-0.8%	-1%	0.3%[50 µM]	5%	-3%	3%	i	14	-0.7	73
CCOC(=O)c1c(NC(=O)COC(=O)Cc2ccccc2[N+](=O)[O-])sc(C(=O)N(C)C)c1C	-0.7%	·	5%	0.7%[50 µM]	-3%	-7%	13%	i	29	2.0	61
Cc1ccc(N2CC(C(=O)Nc3cc(C)on3)CC2=O)cc1 (centres undefined)	1.3%	0.2%	20%	0.0%	-6%	1%	18%	i	30	0.7	53
O=C1c2ccccc2C(Nc2ccc(Cl)cc2)N1CCN1CCOCC1 (centres undefined)	0.6%	0.8%	-4%	-2.7%	6%	-5%	2%	i	15	0.2	78
Cc1nc2ncnn2c(N2CCN(c3cccc(C(F)(F)F)c3)CC2)c1C	5.5%	0.2%	2%	7.5%	-9%	-3%	-1%	i	5	5.7	68
COCCN(CC(=O)Nc1cccc(C)c1C)C(=O)c1ccc2c(c1)OCO2	·	·	3%	0.9%[50 µM]	·	3%	·	·	·	-1.0	69
O=C1NCC(=O)N2CCC[C@@H]12	3.6%	0.7%	4%	3.8%	-3%	-7%	18%	i	25	2.9	88
CC(=O)N(C)Cc1ccc(C(=O)CCl)cc1	13%	0.4%	6%	0.0%	0%	2%	-4%	i	40	5.5	60
CC(C)CC(N)C(=O)OCc1ccc([N+](=O)[O-])cc1 (centres undefined)	·	0.0%	2%	0.4%	-3%	-4%	7%	i	24	-0.3	41
Cc1ccc(S(=O)(=O)Nc2cccc3ncccc23)s1	-2.2%	0.1%	6%	13%	-2%	0%	19%	i	51	22	65
COc1ccc(C(=O)N2CCCC(C(=O)N3CCN(c4ccccc4)CC3)C2)cc1 (centres undefined)	·	-0.3%	11%	1.1%	-16%	-2%	24%	i	33	0.4	53
COc1ccc(-c2nnc(SCC(=O)N3CCCC3=O)n2N)cc1OC	·	·	7%	0.8%[50 µM]	·	-8%	·	i	10	0.1	47
Cc1cccc(OC(=O)c2cncc(Br)c2)c1	0.6%	0.5%	10%	0.1%	3%	-12%	7%	i	52	0.1	70
Cc1cnc(NC(=O)CSc2nnc(COc3ccccc3)o2)s1	·	0.3%	-10%	-1.9%	-7%	-3%	4%	i	12	-0.3	51
CC(C)c1cc[n+](-c2nc([O-])sc2C=O)cc1	1.2%	0.4%	7%	-0.2%	-23%	-14%	-5%	i	37	-0.5	59
CCOC(=O)N1CCN(C(=O)c2c[nH]c3ccc(S(=O)(=O)N(C)c4ccccc4C)cc3c2=O)CC1	0.1%	-0.2%	3%	0.1%	-6%	-6%	5%	i	25	3.0	58
O=C(COC(=O)CN1C(=O)C2CCCCC2C1=O)Nc1ccc(F)c(F)c1F (centres undefined)	·	·	1%	0.4%[50 µM]	·	-4%	·	i	43	2.1	70
Cc1nc2c(F)c(F)c(C(F)(F)F)c(F)c2[nH]1	?	-1.6%	12%	-0.2%	4%	-1%	-2%	i	43	-1.1	49
CCOC(=O)c1c(/N=C/c2cc(C)ccc2O)sc2c1CCC2	2.3%	-0.3%	11%	-0.6%[50 µM]	11%	-5%	2%	i	54	3.3	40
NNC(=O)c1ccc(CSc2nc3ccccc3[nH]2)cc1	1.3%	0.0%	10%	-0.4%	-7%	-7%	-4%	i	44	0.2	35
CCCc1ncc(C(O)c2ccccc2OC)n1C (centres undefined)	1.2%	-0.2%	·	·	-5%	·	5%	i	46	0.4	68
COCCCn1c(C23CC4CC(CC(C4)C2)C3)n[nH]c1=S	-0.1%	-1.1%	4%	-0.6%	-1%	2%	-27%	i	54	1.2	56
O=C(N/N=C/c1cn(-c2cccs2)nc1-c1ccccc1)c1ccc(O)cc1	11%	0.3%	6%	-5.3%	16%	-7%	-7%	i	49	14	53
CCCc1cc(=O)[nH]c(SCC(=O)Nc2cc(S(=O)(=O)N3CCCCC3)ccc2C)n1	1.1%	·	3%	0.3%[50 µM]	·	-2%	·	i	38	-0.3	65
COCc1c(C(=O)Nc2nc(C)cs2)oc2ccccc12	0.7%	0.1%	6%	1.0%	-1%	1%	4%	i	12	2.4	51
CN(C(=O)CSc1nncc2ccccc12)C1CCCCC1	-3.0%	-1.4%	4%	0.1%	0%	-2%	8%	i	20	0.9	58
CCN(CC)S(=O)(=O)c1csc(C(=O)Nc2ccccn2)c1	1.4%	-0.2%	2%	-0.2%	1%	-6%	-4%	i	24	-1.7	96
COc1ccc(NC(=O)C2CCN(S(C)(=O)=O)CC2)c(OC)c1	1.9%	0.0%	9%	0.2%	2%	8%	21%	i	58	-0.3	74
COc1ccc(-n2c(=O)c3c4c(sc3n3c(=S)[nH]nc23)CCCC4)cc1	11%	0.8%	36µM*	0.1%	23%	20%	3%	i	61	3.8	73
COc1cccc(CNC(=O)COC(=O)CCS(=O)(=O)c2ccc(C)cc2)c1	·	·	3%	0.5%[50 µM]	·	-9%	·	·	·	-1.1	62
CC1CCC2C(=O)N(c3ccccc3OC(=O)c3ccccc3F)C(=O)C2C1 (centres undefined)	-1.9%	-0.3%	-1%	-0.9%[50 µM]	2%	-4%	13%	i	40	0.1	68
CN(C(=O)c1ccc(NC(=O)Cc2cccc(NC(=O)C3CCN(C(=O)C4CCCC4)CC3)c2)cc1)C1CCCC1	4.6%	·	11%	0.4%	·	-4%	·	i	36	-0.9	87
CCc1nccn1S(=O)(=O)c1ccc2ccccc2c1	1.3%	-0.1%	12%	0.4%	3%	-2%	0%	i	18	0.0	37
CC(C)c1ccc(S(=O)(=O)N2CCN(C(=O)CCNS(=O)(=O)c3ccccc3F)CC2)cc1	-1.5%	·	2%	0.7%[50 µM]	-3%	2%	27%	i	41	0.8	60
Cc1cc(C)n(CCNC(=O)c2ccc3c(c2)OCO3)n1	1.1%	-0.5%	5%	0.0%	-4%	-13%	12%	i	15	2.4	53
CCCCNc1c(-c2cccc(-c3ccc(OC)cc3)c2)nc2ccc(C)cn12	-3.6%	·	13%	5.1%	·	-2%	6%	i	32	36	96
Cc1cc(Cl)ccc1N1C(=O)CC(SCCC(=O)O)C1=O (centres undefined)	1.0%	0.0%	-9%	-0.2%	-5%	1%	3%	i	55	-0.6	41
CCOC(=O)c1ccccc1NC(=O)N[C@@H](C)C(=O)OC	0.3%	0.3%	2%	0.1%	-6%	3%	4%	i	50	1.3	42
C=C(C)C(=O)Nc1cccc(C2=NOC3(C2)C[C@@H](C(N)=O)N(C(=O)c2cc([N+](=O)[O-])cc([N+](=O)[O-])c2C)C3)c1 (some centres undefined)	-1.3%	0.8%	2%	0.9%	-2%	-4%	2%	i	15	5.2	79
O=C(c1cc(-c2ccc(Cl)cc2)nc2ccccc12)N1CCOCC1	-1.6%	·	6%	-1.3%	-6%	-4%	5%	i	25	1.2	56
Cc1ccc(S(=O)(=O)N(CC(=O)Nc2ccccc2C(=O)O)c2cccc(Cl)c2C)cc1	9.6%	0.3%	6%	-5.5%	3%	7%	12%	i	30	2.3	46
CCSc1nnc(NC(=O)CCCOc2ccc(C)cc2)s1	2.0%	0.3%	-9%	-0.7%	-15%	-8%	0%	i	9	1.9	36
COc1ccc(C(=O)Nc2ccccc2C(=O)NCc2cccnc2)cc1	2.2%	0.1%	7%	-0.4%	4%	0%	14%	i	25	-0.5	62
Cc1ccc(Nc2nc(N/N=C/c3c[nH]c4ccccc34)nc(N3CCOCC3)n2)cc1	20µM*	15%	-4%	-0.5%[50 µM]	12%	1%	11%	i	49	31	77
O=C(Nc1ccc(Cl)cc1)Nc1ccon1	2.6%	0.0%	5%	-0.3%	3%	-14%	11%	i	11	1.0	77
Cc1cc(NS(=O)(=O)c2ccc(NC(=O)CCCOc3ccccc3C)cc2)no1	1.8%	0.0%	9%	-0.1%	2%	0%	13%	i	40	1.5	51
COC(=O)c1ccc(/C=C2/SC(=S)N(CCCC(=O)Nc3ccccn3)C2=O)cc1	0.3%	1.4%	8%	4.4%	-17%	-1%	7%	i	49	4.9	45

Assay outcomes as filed in PubChem BioAssay.
